Source: PubChem BioAssay (Columbia University Molecular Screening Center)
Htt clearance = compounds clearing mutant huntingtin protein | HeLa Exon1htt(103Q)mCFP, aggregate imaging; zero = plate's median compound well | inhibition, % at 1.5 µM | hit rate 0.42% among 47,000 | AID 853;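 active = inhibition of aggregate fluorescence above about 70%, also judged a hit by eye on the cell image, limit read from the data, passing the limit was not always enough; inconclusive = no rule stated for this call; inactive = not judged a hit on image review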;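 note: cells exposed to compound for three days before fixation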
Htt clearance grain fraction = further read-out of Htt clearance, marked with its call; fraction fluorescence in grains; measured here: aggregate grain fluorescence fraction; stronger effect = lower value;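 scaled fraction of total cell fluorescence in grains with unit not stated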
* = called active by the depositor; ? = inconclusive; nt = not tested or not shown. Not all compounds are listed. The share of hits here may be higher or lower than overall.

| Htt clearance | Htt clearance grain fraction | Compound |
| --- | --- | --- |
| 9 | 15 | COc1ccc(Cc2nnc3n2N=C(c2cc4ccccc4o2)CS3)cc1OC |
| -8 | 22 | CCOC(=O)C1=C(CC)Nc2ccccc2N=C1NC(=O)Cn1cnc2ccccc2c1=O |
| 2 | 39 | Cn1c(=O)c2c(O)cc(=O)[nH]c2n(-c2ccccc2)c1=O |
| -46 | 52 | O=C(CN1C(=O)c2ccccc2S1(=O)=O)Nc1ccccc1 |
| 28 | 15 | Cc1ccccc1Cn1ccc(NC(=O)c2cnn3cccnc23)n1 |
| 26 | 14 | C=C(C)CSc1nnc(-c2ccccc2)n1N |
| -228 | 104 | CCn1nc(C(=O)NC2=NCCS2)c2ccccc2c1=O |
| -12 | 36 | O=C(C1CCCCN1S(=O)(=O)c1ccc(F)cc1)N1CCN(c2ccccc2F)CC1 (stereo not given) |
| 3 | 33 | O=C1N=C(c2ccccc2)C(c2ccccc2)N1 (stereo not given) |
| 12 | 34 | COc1ccc(CCNc2ccncn2)cc1 |
| -9 | 44 | Cc1ccc2nc(NC(=O)CNS(=O)(=O)c3ccc(Br)s3)sc2c1 |
| -32 | 51 | COc1ccc(C(=O)/C=C(/C)N(C)C)cc1 |
| -42 | 33 | COc1cc2c(cc1OC)C(C(=O)N1CCN(c3ccccc3)CC1)C(c1cccs1)N(C)C2=O (stereo not given) |
| -57 | 29 | O=C(O)c1ccccc1C(=O)Nc1ccccc1 |
| 58 | 12 | O=C(Nc1cccc(Cl)c1)NC1CCCCC1 |
| 20 | 26 | Cc1ccc(C(=O)CC2(O)C(=O)N(C)c3ccc(Br)cc32)c(C)c1 (stereo not given) |
| 14 | 18 | COc1ccc(Cc2nnc(SCC(=O)NC(C)c3ccccc3)o2)cc1 (stereo not given) |
| -37 | 27 | COC(=O)CC(C(=O)Nc1cc(C(=O)OC)cc(C(=O)OC)c1)N1CCN(C)CC1 (stereo not given) |
| 20 | 13 | COC(=O)Nc1ccc(S(=O)(=O)N2CCCC(C(=O)Nc3cccc4c3OCCO4)C2)cc1 (stereo not given) |
| 4 | 19 | O=c1[nH]c2ccccc2c(=O)n1CCCO |
| 5 | 18 | O=C(CSc1nnnn1-c1ccccc1)c1cc2ccccc2oc1=O |
| -2 | 35 | CCOC(=O)N1CCN(c2c(NCCCN(CC)c3cccc(C)c3)c(=O)c2=O)CC1 |
| 25 | 16 | Cc1ccc2[nH]c(C(=O)O)c(-c3ccccc3)c2c1 |
| -57 | 28 | COC(=O)c1ccccc1NC(=O)NCc1ccc2c(c1)OCO2 |
| -193 | 94 | O=S(=O)(c1ccccc1)N1CCN(c2ncccn2)CC1 |

One compound at a time, as listed above.
Entry for `O=C(Nc1cccc(Cl)c1)NC1CCCCC1` : Htt clearance = 58; Htt clearance grain fraction = 12
Entry for `COC(=O)CC(C(=O)Nc1cc(C(=O)OC)cc(C(=O)OC)c1)N1CCN(C)CC1` (stereo not given) : Htt clearance = -37; Htt clearance grain fraction = 27

Later entries.
| Htt clearance | Htt clearance grain fraction | Compound |
| --- | --- | --- |
| -68 | 29 | COCCNC(=O)c1cc2cc(Br)cc(OC)c2oc1=O |
| -60 | 31 | COc1ccc(CN2C3CCCC2CC(NC(=O)Nc2ccccc2C)C3)cc1 (stereo not given) |
| 13 | 17 | Fc1ccc(-c2csc3nnc(SCc4cccnc4)n23)cc1 |
| 38 | 12 | O=C(CSc1nnc(-c2ccccn2)n1Cc1ccccc1)N1CCCC1 |
| 52 | 10 | COC(=O)c1[nH]c2ccc(C)cc2c1NC(=O)CN1CCN(C(=O)c2ccccc2)CC1 |
| 21 | 25 | CCOc1ccc(C(=O)SC2=NCCS2)cc1 |
| -21 | 21 | O=C(CN1CCOCC1)Nc1cccc(Br)c1 |
| ? | nt | CC(C)(C)c1nc(NCCN2CCOCC2)c2nnn(Cc3ccccc3Cl)c2n1 |
| -22 | 45 | CN(C)CCCN(C(=O)c1cccs1)c1nc(-c2ccccc2)cs1 |
| -21 | 25 | COc1ccc(NC(=O)c2cccc(N3C(=O)NC4CC3(C)Oc3ccccc34)c2)cc1 (stereo not given) |
| -33 | 62 | O=C(Cn1c(=O)oc2cc(S(=O)(=O)N3CCCC3)ccc21)N1CCCC1 |
| -15 | 45 | COc1ccc(NC(=O)NCc2ccncc2)c(OC)c1 |
| 69 | 12 | Clc1ccccc1C1=Nn2c(nnc2-c2ccncc2)SC1 |
| -2 | 38 | CCCn1c(SCC(=O)c2cc(OC)ccc2OC)nnc1C(C)C |
| -11 | 26 | O=S(=O)(NC1CCCCC1)c1ccc(F)c2ccccc12 |
| -63 | 52 | COc1cccc(OC)c1C(=O)Nc1nc2ccc(S(C)(=O)=O)cc2s1 |
| 66 | 11 | CCOC(=O)c1[nH]c(C)c(C(=O)NC)c1C |
| -27 | 47 | CCCOc1ccc(CSC(CC(=O)O)C(=O)O)cc1 (stereo not given) |
| 18 | 29 | CCCc1nc(SCC(=O)N2CCC(Cc3ccccc3)CC2)c2c(=O)n(C)c(=O)n(C)c2n1 |
| -40 | 49 | COc1ccc(CC(=O)OCc2cc3ccccc3[nH]c2=O)cc1 |
| 15 | 41 | Cc1c(N=C2C(=O)Nc3ccccc32)c(=O)n(-c2ccccc2)n1C |
| -23 | 23 | Cc1ccc(-c2nc(CS(=O)CC(=O)NCCN(CC(C)C)CC(C)C)c(C)o2)cc1 (stereo not given) |
| -31 | 27 | Cc1cccc(OCc2nnc(SCC(=O)Nc3sc(C)c(C)c3C#N)n2C)c1 |
| -42 | 29 | COc1cc(S(=O)(=O)NC2CCCC2)ccc1Cl |
| -29 | 25 | Cc1ccnc(NC(=O)CCc2c(C)nc3ncnn3c2C)c1 |

Look-ups from the list.
`COc1ccc(NC(=O)NCc2ccncc2)c(OC)c1` in Htt clearance grain fraction reads 45
`COc1cc(S(=O)(=O)NC2CCCC2)ccc1Cl` in Htt clearance reads -42
`CCCOc1ccc(CSC(CC(=O)O)C(=O)O)cc1` (stereo not given) in Htt clearance reads -27
`Cc1c(N=C2C(=O)Nc3ccccc32)c(=O)n(-c2ccccc2)n1C` in Htt clearance reads 15
`O=C(Cn1c(=O)oc2cc(S(=O)(=O)N3CCCC3)ccc21)N1CCCC1` in Htt clearance grain fraction reads 62

(list continues)
| Htt clearance | Htt clearance grain fraction | Compound |
| --- | --- | --- |
| 14 | 17 | COc1cc(C)c(N)cc1C(C)C |
| 12 | 17 | COc1cc(NC(=O)c2ccc(C)cc2)c(OC)cc1NC(=O)CN1CCCCC1 |
| 7 | 18 | COc1ccc(Cl)cc1N(C)C(=O)CCNC(=O)Cn1cnc2ccccc2c1=O |
| -33 | 27 | CC(=O)Oc1ccc(CCC(C)OC(C)=O)cc1 (stereo not given) |
| -1 | 18 | O=C1c2ccccc2C(Nc2cccc(C(F)(F)F)c2)N1Cc1ccco1 (stereo not given) |
| 28 | 36 | COc1ccc(S(=O)(=O)Cc2ccc(C(=O)N3CCN(C(=O)c4ccco4)CC3)o2)cc1 |
| -10 | 18 | O=C(CSc1nc2c(sc3ccccc32)c(=O)n1Cc1ccccc1)NCC1CCCO1 (stereo not given) |
| -12 | 26 | CCOC(=O)c1c(-c2cccs2)csc1NC(=O)C(C)(C)C |
| -8 | 38 | CCc1ccc(NC(=O)C(C)Nc2ccc(S(=O)(=O)NC(C)=O)cc2)cc1 (stereo not given) |
| -7 | 17 | COC(=O)CC1SC(=O)NC1=Nc1cccc(C)c1 (stereo not given) |
| 69 | 5.7 | CC(C)(C)n1nnnc1C(c1ccc(C(F)(F)F)cc1)N(Cc1ccc(F)cc1)Cc1ccco1 (stereo not given) |
| -11 | 39 | Cc1nc2ncnn2c(Nc2ccc3c(c2)OCO3)c1Cc1ccccc1 |
| 31 | 12 | CCOC(=O)c1c(N)c(C#N)cn1-c1ccccc1 |
| 30 | 15 | Cc1nc2nc(COc3ccccc3)[nH]n2c(=O)c1Cc1ccccc1 |
| 9 | 43 | CCOC(=O)N1CCN(C(=O)CS(=O)(=O)c2cn(Cc3ccc(Cl)cc3)c3ccccc23)CC1 |
| 33 | 12 | CCCC(c1nnnn1CCc1ccccc1)N1CCC(C(N)=O)CC1 (stereo not given) |
| 0 | 34 | Cn1c(SCC(=O)N2CCOCC2)nc2cccnc21 |
| 34 | 12 | COc1ccc(C(=O)Nc2cccc(N(C)S(C)(=O)=O)c2)cc1OC |
| 19 | 28 | Cc1c(Cl)cccc1N1C(=O)CC(N(O)c2ccccc2)C1=O (stereo not given) |
| -2 | 49 | Cc1cc(Nc2ccc(F)cc2Cl)n2nc(C)nc2n1 |
| -19 | 25 | COC(=O)C1=C(C)NC2=C(C(=O)CC(C)(C)C2)C1c1ccccn1 (stereo not given) |
| -18 | 21 | CCSc1nc(N)c2c(C)c(C)sc2n1 |
| 29 | 13 | Cc1ccc(OC(=S)Nc2ccccc2)c(C)c1 |
| 26 | 26 | Cc1ccc2[nH]c(=O)c(CNC(C)C)cc2c1 |
| 64 | 6.4 | O=C1NC(c2cccnc2)C(C(=O)c2cccs2)C(O)(C(F)(F)F)N1 (stereo not given) |

The closing 7 records of the part before open the next one:
| Htt clearance | Htt clearance grain fraction | Compound |
| --- | --- | --- |
| 19 | 28 | Cc1c(Cl)cccc1N1C(=O)CC(N(O)c2ccccc2)C1=O (stereo not given) |
| -2 | 49 | Cc1cc(Nc2ccc(F)cc2Cl)n2nc(C)nc2n1 |
| -19 | 25 | COC(=O)C1=C(C)NC2=C(C(=O)CC(C)(C)C2)C1c1ccccn1 (stereo not given) |
| -18 | 21 | CCSc1nc(N)c2c(C)c(C)sc2n1 |
| 29 | 13 | Cc1ccc(OC(=S)Nc2ccccc2)c(C)c1 |
| 26 | 26 | Cc1ccc2[nH]c(=O)c(CNC(C)C)cc2c1 |
| 64 | 6.4 | O=C1NC(c2cccnc2)C(C(=O)c2cccs2)C(O)(C(F)(F)F)N1 (stereo not given) |
| 51 | 15 | O=C(CSCc1ccc(Cl)cc1)Nc1ccccc1C(=O)N1CCOCC1 |
| 3 | 18 | Cc1cc(C)n(S(=O)(=O)c2ccc(C(C)(C)C)cc2)n1 |
| -2 | 38 | CC(=O)Nc1ccc(S(=O)(=O)NCCNC(=O)c2ccccc2F)cc1 |
| 17 | 25 | N#CCCCn1c(-c2ccccc2)noc1=O |
| 32 | 12 | COC(=O)C1=CNC=C(C(=O)OC)C1c1cccc(OC)c1 |
| -7 | 46 | CCOc1ccc(S(=O)(=O)N2CCc3ccccc3C2)cc1 |
| -13 | 20 | CN(C)C(=O)Cn1nc(-c2ccccc2)c2ccccc2c1=O |
| 1 | 19 | COc1ccc(N=CC2=C(Nc3ccc(OC)cc3)c3c(C)nn(-c4ccccn4)c3CC2)cc1 |
| -28 | 28 | COc1ccc(S(=O)(=O)N2CCN(C)CC2)cc1Br |
| -14 | 33 | Cc1c(Cc2c(Cl)cccc2Cl)c(=O)ccn1C(C)c1ccccc1 (stereo not given) |
| 27 | 28 | CCOC(=O)c1cnc(-n2nc(C)cc2C)nc1Nc1cccc(C(=O)O)c1 |
| -2 | 19 | Cc1cc(=O)oc2cc(OC(C)C(=O)Nc3nccs3)ccc12 (stereo not given) |
| 0 | 21 | CCOc1ccc(NC(=O)N(C2CCCCCC2)C2CCN(C(C)=O)CC2)cc1 |
| -7 | 42 | c1ccc(Oc2cnc3ccccc3n2)cc1 |
| -19 | 20 | Cc1cccc(OCc2nnc(N)s2)c1 |
| -63 | 69 | COc1cc(C(=O)NCc2cccc3ccccc23)ccc1OCc1ccccc1 |
| -138 | 46 | CCOC(=O)CN1C(=O)C(Sc2nnc(-c3ccccc3OC)s2)CCc2ccccc21 (stereo not given) |
| 16 | 31 | CC1CCCN(C(=O)CSc2nnc3n(C4CCCC4)c(=O)c4ccccc4n23)C1 (stereo not given) |
| -14 | 20 | CN(CC(=O)N1CCN(c2ccc(F)cc2)CC1)S(=O)(=O)c1ccc(F)cc1 |
| 9 | 20 | COc1ccc(Cl)cc1NC(=O)CN1C(=O)CCS(=O)(=O)c2ccccc21 |
| -40 | 53 | CS(=O)(=O)N(Cc1ccccc1)c1ccc(C(=O)NC2CCCCC2O)cc1 (stereo not given) |
| -22 | 23 | COc1ccc(CNC(=O)c2cc3c(=O)n4ccccc4nc3n(Cc3ccco3)c2=N)cc1 |
| -12 | 37 | c1nc(N2CCC3(CC2)OCCO3)c2c3c(sc2n1)CCCC3 |
| -4 | 20 | O=C(CCn1c(=O)c2sccc2n(CC(=O)OCc2ccccc2)c1=O)NCc1ccco1 |
| 8 | 17 | O=C(N1CCOCC1)N1CCC(n2nnc3cc(F)ccc32)CC1 |
| 18 | 28 | C/C(NCC(C)(C)CN(C)C)=C(/C#N)C(=O)NCc1ccccc1 |
| 54 | 18 | COC(=O)CNC(=O)/C=C/c1ccc(OC)cc1 |
